TRPC6 activator – activates the mouse TRPC6 cation channel; Q61143; AID 2550; B-score at 10 µM; 310,000 tested, 0.13% active; HEK293-TRPC6 membrane potential dye fluorescence; stronger effect = higher value;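 active means B-score of the integrated fluorescence ratio above library mean plus 3 SD, and starting fluorescence ratio within library mean plus 5 SD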;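 further: higher score means more depolarization so channel activation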
MrgX1 PAM – allosterically activates human MrgX1 receptor signaling. MrgX1-HEK293, Fluo-4 calcium flux, FDSS; stronger effect = higher value. B-score at 10 µM. 310,000 tested, 0.63% active. AID 588675;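 active means plate-corrected calcium response at least 3 library SD above typical, normal starting fluorescence, not activating the receptor alone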;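 further: compound read alongside a low EC10 to EC30 dose of BAM8-22 agonist; peak minus trough fluorescence over baseline measured at the second addition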
Target sequence (Q96LB2 whole entry, looked up): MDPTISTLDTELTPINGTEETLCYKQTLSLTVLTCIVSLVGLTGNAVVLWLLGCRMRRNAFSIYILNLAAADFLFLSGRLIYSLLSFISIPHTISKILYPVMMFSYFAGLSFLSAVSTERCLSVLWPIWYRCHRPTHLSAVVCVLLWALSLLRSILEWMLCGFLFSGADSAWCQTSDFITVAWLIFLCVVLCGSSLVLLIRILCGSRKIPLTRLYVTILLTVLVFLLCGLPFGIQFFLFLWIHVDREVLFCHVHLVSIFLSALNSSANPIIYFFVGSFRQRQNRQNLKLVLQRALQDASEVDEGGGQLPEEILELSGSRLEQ
TRPC4 inh – TRPC4 (mouse) channel inhibition; Q9QUQ5; HEK293 TRPC4beta/mu-opioid, DAMGO-evoked Fluo4 calcium flux; stronger effect = lower value; B-score at 10 µM; 300,000 tested, 0.39% active;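 active means B-score over 3 SD under the library average, no early fluorescence shift, positive overall ratio signal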
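test system = HEK293 cells with stable TRPC4beta plus mu-opioid receptor expression | detection = Fluo4 Ca2+ flux fluorescence | read-out = integrated fluorescence ratio relative to baseline, converted to per-well B score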
TMEM16A act – mouse TMEM16A channel activation, primary screen; Q8BHY3; HEK293 TMEM16A/YFP-H148Q/I152L, iodide quench fluorescence; stronger effect = lower value; B-score at 10 µM; 340,000 tested, 0.3% active;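 active means fluorescence-ratio B-score plate-corrected deviation score at least 3 library SD below zero, with starting fluorescence score within 5 deviations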;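 further: channel opened by trigger with iodide after compound preincubation; score built on the fluorescence ratio of max minus min over baseline; more negative score means more quench and so TMEM16A activation or potentiation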
MrgX1 ag – activates human MrgX1 receptor signaling; MrgX1-HEK293 cells, Fluo-4 calcium fluorescence, agonist mode; stronger effect = higher value; B-score at 10 µM; 310,000 tested, 0.44% active; AID 588627;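 active means calcium response B-score plate-corrected fluorescence ratio at least 3 library SD, with starting fluorescence B-score inside 5 SD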
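Material – MrgX1-expressing HEK293 cells · Input – 15,000 cells seeded per well · Dosing – compound as first of three additions · Times – overnight seeding, then 1 h dark dye loading · Measured by – kinetic Fluo-4 NW fluorescence of intracellular calcium · Read-out – B-scored fluorescence response ratio · Benchmarks – positive and negative control wells on each plate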
RGS4 block – inhibitors of human RGS4. B-score at 10 µM. HEK293 M3R/RGS4 inducible, Fluo-4 calcium flux; stronger effect = higher value; triggered by carbachol at its EC20. P49798. 310,000 tested, 0.45% active. AID 463165;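 active means B-score, a plate-corrected calcium signal, over three deviations above library mean, with baseline fluorescence within five deviations of library mean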;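 further: RGS4 expression induced by doxycycline in cells with stable M3 receptor; B-score is computed from the integrated fluorescence ratio over baseline after carbachol; higher B-score means a larger calcium signal and so more RGS4 inhibition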
Target sequence (P49798 whole entry, looked up): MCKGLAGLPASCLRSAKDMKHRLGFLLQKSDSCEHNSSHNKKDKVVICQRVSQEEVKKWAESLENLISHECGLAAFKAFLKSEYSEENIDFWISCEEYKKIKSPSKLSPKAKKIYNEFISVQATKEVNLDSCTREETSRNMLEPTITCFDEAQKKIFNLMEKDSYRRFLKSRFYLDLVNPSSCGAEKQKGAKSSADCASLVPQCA
MrgX1 antag – blocks BAM8-22 activation of human MrgX1 receptor | Q96LB2 | MRGX1-HEK293 calcium flux, Fluo-4, BAM8-22 antagonism; stronger effect = lower value | B-score at 10 µM | 310,000 tested, 1.3% active;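 active means calcium-response B-score plate-corrected more than 3 library SD below zero, starting fluorescence within 5 deviations, no agonist response on first addition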;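 further: peak minus trough fluorescence over baseline after final BAM8-22 challenge near maximal dose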
TRPC6 inh – mouse TRPC6 channel inhibition. Q61143. HEK293-TRPC6, membrane potential dye, ACh-evoked depolarization; stronger effect = lower value. B-score at 10 µM. 310,000 tested, 1.1% active. AID 2553;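 active means B-score under library mean minus 3 SD, initial fluorescence not abnormally high, positive integrated signal ratio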;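 further: B-score derived from integrated fluorescence ratio over the kinetic read; more negative B-score means stronger inhibition of depolarization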
TRPC4 potent – TRPC4 (mouse) allosteric potentiation. Q9QUQ5. HEK293 TRPC4beta/mu-opioid, DAMGO EC20, Fluo-4 Ca2+ flux; stronger effect = higher value. B-score at 10 µM. 310,000 tested, 0.42% active. AID 2227;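 active means B-score of calcium response area above 5 SD of library B-scores, with initial fluorescence ratio within 5 SD of library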;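 further: B-score of integrated fluorescence ratio over time as area under calcium response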
ANO1 block – mouse TMEM16A channel inhibition, primary screen; Q8BHY3; HEK293 TMEM16A/YFP iodide influx fluorescence, ionomycin; normalized B-score (activity score, 25-100; higher = stronger inhibition) at 10 µM; 310,000 tested, 1.2% active; AID 588511;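 active means ratio plate-corrected score three or more library SD toward inhibition, starting fluorescence score within five deviations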;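 further: score derived from kinetic fluorescence span divided by baseline fluorescence per well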
TRPC4 act – activators of mouse TRPC4 channel; Q9QUQ5; HEK293 TRPC4beta/mu-opioid, Fluo4 calcium fluorescence; stronger effect = higher value; B-score at 10 µM; 310,000 tested, 0.49% active; AID 2237;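 active means B-score above 5 SD of library B-scores, and initial fluorescence ratio not above library mean plus 5 SD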;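 further: positive B-score marks a calcium rise read as TRPC4 activation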
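Incubation: 45 min room-temperature Fluo4 loading, 110 s read / System: HEK293 cells stably co-expressing mouse TRPC4beta and mu-opioid receptor / Signal: Fluo4 fluorescence, kinetic / Control set: buffer (low) and maximal DAMGO (high) / Measure: integrated baseline-normalised fluorescence ratio, converted to per-well B score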
An asterisk follows results filed as active; i = inactive; nt = no result given. An unsorted share of the library. About 5.8% of those tested had a hit in this group.

Molecule,TRPC6 activator,MrgX1 PAM,TRPC4 inh,TMEM16A act,MrgX1 ag,RGS4 block,MrgX1 antag,TRPC6 inh,TRPC4 potent,ANO1 block,TRPC4 act
CCCS/C(N)=N/N=C/c1ccccc1O,i,i,i,i,i,i,i,i,i,i,i
O=S(=O)(c1ccc(F)c(F)c1)N1CCN(S(=O)(=O)c2cccs2)CC1,i,i,i,i,i,i,i,i,i,i,i
Cc1ccc2cc(C3CC(c4cccs4)=NN3S(C)(=O)=O)c(Cl)nc2c1 (stereo not given),i,i,i,i,i,i,i,i,i,i,i
O=C(Nc1nnc(-c2ccncc2)o1)C1CCCCC1,i,i,i,i,i,i,i,i,i,i,i
COc1ccc(NC(=S)N(CCC(C)C)C(C)c2ccncc2)cc1 (stereo not given),i,i,i,i,i,i,i,i,i,i,i
O=C1C(=O)N(CCc2c[nH]c3ccccc23)C(c2cccnc2)/C1=C(/O)c1ccccc1 (stereo not given),i,i,i,nt,i,i,i,i,i,i,i
N#CC1=C(S)N(c2ccccc2)C2(CCCCC2)NC1=O,i,i,i,-5*,i,i,i,i,i,i,i
O=C1C(Cl)=C(N2CCCC2)C(=O)N1c1ccccc1F,i,i,i,i,i,i,i,i,i,i,i
N#Cc1cnn(-c2ccccc2)c1NC(=O)CN1CCOCC1,i,i,i,i,i,i,i,i,i,i,i
CN1CCN(NC(=O)c2cc(-c3ccc(Br)s3)nc3ccccc23)CC1,i,i,i,i,i,i,i,i,i,i,i
C=C(C)COc1ccc(-c2[nH]ncc2-c2ccc(Br)cc2)c(O)c1,i,19*,i,i,i,i,i,i,i,i,i
CCC(=O)Nc1ccc(NCc2cccs2)cc1,i,i,i,i,i,i,i,i,i,i,i
CCCCCCc1nc2ccccc2c(=O)n1N,i,9.1*,i,i,i,i,i,i,i,i,i
CC1CCc2c(sc3nc(CN4CCOCC4)nc(NS(=O)(=O)c4cccc([N+](=O)[O-])c4)c23)C1 (stereo not given),i,i,i,i,i,i,i,i,i,i,i
O=S(=O)(/N=C(/Nc1ccccc1)c1ccccc1O)c1ccccc1,i,i,i,i,i,i,i,i,i,i,i
CCOC(=O)C1=C(C)NC(=O)NC1c1ccc(-c2ccc(Cl)cc2)o1 (stereo not given),i,i,i,i,i,i,i,i,i,i,i
CCCCOC1(c2ccccc2)OC(=O)c2ccccc21 (stereo not given),i,i,i,i,i,i,i,i,i,i,i
CC1(C)Cc2cccc(OCC(N)=O)c2O1,i,i,i,i,i,i,i,i,i,i,i
COc1ccc(C(=O)c2ccc([N+](=O)[O-])cc2Cl)cc1,i,i,i,i,i,i,i,i,i,i,i
CCOC(=O)CNC(=O)c1c(C)nn(-c2ccccc2)c1Cl,i,i,i,i,i,i,i,i,i,i,i
COc1ccc(NC(=O)CN(C)C(=O)c2cc(-c3cccs3)nn2-c2ccccc2)cc1,i,i,i,i,i,i,i,i,i,i,i
CCOC(=O)c1ccc2c(c1)n(CC)c(/C=C/Nc1ccccc1)[n+]2CC,i,i,i,i,i,i,i,i,i,i,i
CC1(C)CC(=O)C2=C(C1)Oc1ncn(CCCn3ccnc3)c(=N)c1C2c1ccccc1 (stereo not given),i,i,i,i,i,i,i,i,i,i,i
Fc1ccccc1CSCc1nc2ccccc2[nH]1,i,i,i,i,i,i,i,i,i,i,i
CCc1c(C)nc2cc(-c3cccs3)[nH]n2c1=O,i,nt,i,i,nt,i,nt,i,i,nt,i
CC(Sc1nc2ccc(C(=O)c3ccccc3)cc2[nH]1)C(=O)O (stereo not given),i,i,i,i,i,i,i,i,i,i,i
O=C(N/C(=C/c1ccc(Br)cc1)C(=O)N1CCCC1)c1cccs1,i,i,i,i,i,i,i,i,i,i,i
O=C1C2C3c4ccccc4C(c4ccccc43)C2c2nc3ccccc3n21 (stereo not given),i,i,i,i,i,i,i,i,i,i,i
CN(C)S(=O)(=O)N1CCN(S(=O)(=O)c2ccc(F)cc2)CC1,i,i,i,i,i,i,i,i,i,i,i
Cc1cc(NC(=O)CSc2ccccn2)cc(NC(=O)CSc2ccccn2)c1,i,i,i,i,i,i,i,i,i,i,i
CN1C(=O)Cc2cc(S(=O)(=O)Nc3ccc(N4CCOCC4)cc3)ccc21,i,i,i,i,i,i,i,i,i,i,i
Cc1ccc(C(=O)O/N=C/C2=C(Cl)c3ccccc3CC2)cc1,i,i,i,i,i,i,i,i,i,i,i
CC(=O)c1ccc(NC(=O)CSc2nc(C)cc(C)c2C(N)=O)cc1,i,i,i,i,i,i,i,i,i,i,i
CCC(C)C(NC(=O)c1ccccc1NC(=O)c1ccc(OC)cc1)C(=O)NCc1ccco1 (stereo not given),i,i,i,i,i,i,i,i,i,i,i
CCCN(CCC)CCNC(=O)c1cc2c(=O)n(CC)c3ccccc3c2s1,i,i,i,i,i,i,i,i,i,i,i
Cn1ccnc1SC(C(=O)O)c1ccccc1 (stereo not given),i,i,i,i,i,i,i,i,i,i,i
CCCCN(Cc1ccccc1)S(=O)(=O)c1cc(Br)cc2c1N(C(C)=O)C(C)C2 (stereo not given),i,i,i,i,i,i,i,i,i,25*,i
COc1cc(OC)nc(Oc2ccc(N)c(C)c2)n1,i,i,i,i,i,i,i,i,i,i,i
CC(NC(=O)CC1CCCCC1)c1ccccc1 (stereo not given),i,i,i,i,i,i,i,i,i,i,i
Cc1ccc(CN(C)C2CCN(C)CC2)cc1,i,i,i,i,i,i,i,i,i,i,i
COc1c(C(=O)Nc2nnc(C3CC3)s2)csc1Cl,i,i,i,i,i,i,i,i,i,i,i
Cc1cccc(NC(=O)Cn2cnc3c(cnn3-c3ccc(F)cc3)c2=O)c1C,i,i,i,i,i,i,i,i,i,i,i
CCOc1ccccc1C1C2=C(COC2=O)Nc2cc3c(cc21)OCO3 (stereo not given),i,i,i,i,i,i,i,i,i,i,i
COc1ccc(-c2nnc3n2N=C(C)CS3)cc1OC,i,i,i,i,i,i,i,i,i,i,i
CCOc1ncccc1C(=O)NNC(=O)c1cccc(S(=O)(=O)Nc2ccccc2OC)c1,i,7.5*,i,i,i,i,i,i,i,i,i
O=C(CSc1nnc(-c2ccc(Br)cc2)n1C1CCCCC1)N1CCCC1,i,i,i,i,i,i,i,i,i,i,i
C/C(CC(C)C)=N\Oc1nc(C)cc(C)n1,i,i,i,i,i,i,i,i,i,i,i
O=C(Nc1nnc(S(=O)(=O)Nc2ccccc2)s1)C1CCCCC1,i,i,i,i,i,i,i,i,i,i,i
Cc1cc(NC(=O)CSc2nc(CC(C)(C)C)nc3c2c(=O)n(C)c(=O)n3C)no1,i,i,i,i,i,i,i,i,i,i,i
O=C1c2cccc3cccc(c23)C(=O)N1CCCn1ccnc1,i,i,i,i,i,i,i,i,i,i,i

Later entries:
Molecule,TRPC6 activator,MrgX1 PAM,TRPC4 inh,TMEM16A act,MrgX1 ag,RGS4 block,MrgX1 antag,TRPC6 inh,TRPC4 potent,ANO1 block,TRPC4 act
Cc1cc(C)nc(/N=C2\NC(=O)CC(C(=O)O)N2c2cccc(Cl)c2)n1 (stereo not given),i,i,i,nt,i,i,i,i,i,i,i
Cc1onc(-c2ccccc2)c1C1=N/C(=C\c2ccccc2F)C(=O)O1,i,i,i,i,i,i,i,i,i,i,i
COc1ccc(C(=O)NCC(=O)OCC(=O)N(C)c2ccccc2)cc1,i,i,i,i,i,i,i,i,i,i,i
Cc1ccc(C(C)NC(=O)c2c(C)noc2C)cc1C (stereo not given),i,i,i,i,i,i,i,i,i,25*,i
NS(=O)(=O)c1ccc(CCNC(=O)CSCc2ccccc2)cc1,i,i,i,i,i,i,i,i,i,i,i
CC1=C(C(=O)OC2CCCCC2)C(c2ccccc2F)NC(=O)N1 (stereo not given),i,i,i,i,i,i,i,i,i,i,i
Cn1c(=O)n(Cc2ccc(F)cc2)c(=O)c2c1nc1n2CCCN1Cc1ccccc1,i,i,i,i,i,i,i,-5.1*,i,i,i
Fc1cccc(/C=N/Nc2ccc3ccccc3n2)c1,i,i,i,i,i,i,i,i,i,i,i
CC(C)c1ccc(/C=C/C2=NNC(=O)CC2)cc1,i,i,i,i,i,i,i,i,i,i,i
COc1ccc(Br)cc1CN(C)CC(=O)Nc1cc([N+](=O)[O-])ccc1OC,i,i,i,i,i,i,i,i,i,i,i
Cc1ccc(NC(=O)C2CCN(C(=O)c3cccs3)CC2)cc1,i,i,i,i,i,i,i,i,i,i,i
O=c1c(-c2ccc(Cl)cc2)cnc2n1CCS2,i,i,i,i,i,i,i,i,i,i,i
O=S(=O)(c1ccccc1OC(F)(F)F)N1CCN(c2ccnc3cc(Cl)ccc23)CC1,i,i,i,i,i,i,i,i,i,i,i
COc1ccc(CN2CC[C@@H](N3CCOCC3)[C@H](O)C2)cc1F,i,i,i,i,i,i,i,i,i,i,i
CN(C(=O)c1ccc(S(=O)(=O)N2CCCCC2)cc1)C1CCS(=O)(=O)C1 (stereo not given),i,i,i,i,i,i,i,i,i,i,i
COc1ccc(-c2nnc(OC)c3ccccc23)cc1,i,i,i,i,i,i,i,i,i,i,i
CCc1ccc(N(CC)C(=O)Cc2c(C(=O)O)n(C)c3ccccc23)cc1,i,i,i,i,i,i,-6.6*,i,i,i,i
CC(C)c1nnc(NC(=O)CCC(=O)NCC2CCCO2)s1 (stereo not given),i,i,i,i,i,i,i,i,i,i,i
Cc1ccc(C(=O)NCC(=O)N(C)CC(=O)Nc2c(Cl)cccc2Cl)s1,i,i,i,i,i,i,i,i,i,i,i
